Source: PubChem
SIAE primary – blocks human sialic acid acetylesterase | inhibition, % at 9.66 µM | SIAE FP-Rh probe binding, fluorescence polarization | 0.69% of 370,000 active | AID 1053197 | Q9HAT2;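 active = inhibition above a cutoff: mean of compounds within the control limits plus 3 SD of those, cut at about 17% in these data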;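 also: 0% = plate median of compound wells and 100% = probe without SIAE protein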
TDP2 inh – blocks human TDP2 phosphodiesterase activity | O95551 | recombinant TDP2, T5PNP hydrolysis, p-nitrophenol absorbance 415 nm | inhibition, % at 12.8 µM | 0.34% of 370,000 active | AID 720702;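 active = inhibition above the mean of all tested compounds plus 3 SD, set per campaign, cut at about 25% in these data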;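 also: 0% = DMSO with enzyme and 100% = buffer with substrate but no TDP2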
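System: recombinant human TDP2 / Amount: 120 nM TDP2 per well / Also added: 5 mM T5PNP chromogenic substrate / Doses: 12.8 µM single point, 1% DMSO / Incubation: 2 h at 37 °C / Detection: p-Nitrophenol epi absorbance / Evaluation: % inhibition relative to enzyme-containing and enzyme-free wells / Repeats: singlicate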
NR1D1 modulator – modulators of human Rev-erb alpha DNA binding; P20393; 0.79% of 370,000 active; Rev-erbα–FITC-DNA binding, fluorescence polarization, 90 min; AID 1259318; activity, % at 10 µM;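 active = activity above about 14%, limit read from the data; passing the limit was not always enough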;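 also: 0% = DMSO wells with 35 nM protein and 100% = DMSO wells with 750 nM protein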
TCR-CD3 inh – blocks the human TCR-CD3 interaction; TAMRA-labeled TCR probe fluorescence, biochemical; 0.37% of 360,000 active; inhibition, % at 9.4 µM; in the data active = inhibition above about 19%;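 also: recombinant mutant TCR 2C K166C tagged with TAMRA read by polarization; 0% = receptor in buffer alone and 100% = receptor with positive control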
LEDGF integ inh – blocks HIV-1 LEDGF/p75-dependent DNA integration; AID 743269; 0.64% of 370,000 active; TR-FRET IN-LEDGF/p75 DNA integration, Eu/Cy5; inhibition, % at 3.7 µM;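 active = inhibition above the screen-wide mean plus 3 SD, cut at about 13% in these data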;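 also: signal is the Cy5 over europium emission ratio at 671 and 618 nm; 0% = plate median of compound wells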
PG9 binder – small molecules binding HIV-1 gp120 antibody PG9; TR-FRET gp120-PG9 antibody binding; inhibition, % at 6.7 µM; 0.43% of 360,000 active; in the data active = inhibition above about 8.5%
ABHD4 inh – ABHD4 (mouse) inhibition, primary FP screen; inhibition, % at 8.92 µM; purified mABHD4, FP-Rh probe fluorescence polarization; AID 720543; Q8VD66; 0.54% of 370,000 active;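 active = inhibition exceeding the mean over every tested compound plus 3 SD, cut at about 30% in these data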;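 also: 0% = plate median of compound wells and 100% = S159A mutant with DMSO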
Target sequence (Q8VD66 whole entry, looked up): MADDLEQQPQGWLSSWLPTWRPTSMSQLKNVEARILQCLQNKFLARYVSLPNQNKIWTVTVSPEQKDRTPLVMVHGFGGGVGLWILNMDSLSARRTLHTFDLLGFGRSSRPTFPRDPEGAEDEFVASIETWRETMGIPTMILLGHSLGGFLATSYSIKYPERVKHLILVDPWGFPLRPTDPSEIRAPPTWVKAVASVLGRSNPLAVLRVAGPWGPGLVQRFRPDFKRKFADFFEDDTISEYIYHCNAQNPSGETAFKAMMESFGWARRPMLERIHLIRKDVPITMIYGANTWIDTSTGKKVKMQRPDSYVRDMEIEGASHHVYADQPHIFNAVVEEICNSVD
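Assay system: wild-type mouse ABHD4 protein; compound: single nominal dose of 8.92 µM, 0.89% DMSO final; schedule: 45 min + 60 min at 25 °C; measured by: FP readout, ex 525 nm / em 598 nm; evaluation: % inhibition of FP-Rh probe binding versus controls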
HTRA1 inh – inhibitors of human serine peptidase HTRA1. Q92743. recombinant HTRA1, FP-rhodamine activity-based probe, fluorescence polarization. inhibition, % at 5.96 µM. 0.5% of 340,000 active; in the data active = inhibition above about 36%;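 also: 0% = enzyme with DMSO and 100% = wells lacking enzyme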
Target sequence (Q92743 whole entry, looked up): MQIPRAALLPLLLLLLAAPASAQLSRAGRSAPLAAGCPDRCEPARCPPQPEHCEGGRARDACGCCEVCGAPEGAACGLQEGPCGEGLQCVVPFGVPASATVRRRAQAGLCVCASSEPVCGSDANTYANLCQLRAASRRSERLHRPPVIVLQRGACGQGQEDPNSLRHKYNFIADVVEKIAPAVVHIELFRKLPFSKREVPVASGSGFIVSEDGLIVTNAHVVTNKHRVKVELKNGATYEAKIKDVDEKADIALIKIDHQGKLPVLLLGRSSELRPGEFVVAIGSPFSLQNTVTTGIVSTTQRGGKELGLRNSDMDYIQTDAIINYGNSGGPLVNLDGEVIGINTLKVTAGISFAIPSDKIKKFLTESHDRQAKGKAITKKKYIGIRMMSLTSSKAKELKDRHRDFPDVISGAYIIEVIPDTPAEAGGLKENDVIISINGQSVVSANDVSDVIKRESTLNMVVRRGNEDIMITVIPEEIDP
rCAG RNA binder – molecules binding r(CAG) RNA repeats. r(CAG) RNA repeat, TO-PRO-1 dye displacement fluorescence. inhibition, % at 3 µM. 1.3% of 370,000 active. AID 651821;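 active = inhibition above the plate cutoff, the mean of all test compounds on that plate plus 3 SD, cut at about 35% in these data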;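 also: 0% = DMSO alone and 100% = 100 µM mitoxantrone as full dye displacement; higher means more dye released from RNA so lower well fluorescence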
PRMT1 FP inh – blocks human protein arginine methyltransferase 1; recombinant PRMT1, activity-based probe fluorescence polarization; AID 652257; 1.3% of 370,000 active; Q99873; inhibition, % at 2.79 µM;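 active = inhibition above about 21% made by adding two undisclosed values, limit read from the data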
An asterisk follows results filed as active; nt = no result given.

SMILES | SIAE primary | TDP2 inh | NR1D1 modulator | TCR-CD3 inh | LEDGF integ inh | PG9 binder | ABHD4 inh | HTRA1 inh | rCAG RNA binder | PRMT1 FP inh
O=C(N/N=C/C=C/c1ccc([N+](=O)[O-])cc1)c1cccs1 | -11 | -1 | -29 | 4 | 1 | 0.7 | 3 | -1 | 3 | 4
COc1cccc(C(=O)Nc2ccc3nc4n(c(=O)c3c2)CCCC4)c1 | 0 | -7 | -2 | -5 | -3 | -1.7 | -5 | -29 | 0 | 2
CCOC(=O)Cc1[nH]nc2c1C(c1ccsc1)C(C#N)=C(N)O2 (stereo unspecified) | 3 | 1 | -7 | 3 | -4 | 0.7 | 0 | 3 | 8 | 1
COc1ccc(CCN(C)C(=O)c2c(C)nn(-c3ccccc3)c2C)cc1OC | 1 | 7 | 0 | 6 | 2 | 0.2 | -4 | 6 | -8 | -1
COC(=O)C1=C(C)N(Cc2ccccc2)C(=NCc2cc(OC)c(OC)c(OC)c2)N[C@H]1CCc1ccccc1 | 7 | -5 | -1 | 6 | -1 | 1.6 | 2 | -6 | 0 | 3
COc1ccc(NC(=O)CSCc2ccc(C)cc2)cc1 | 1 | 5 | 0 | -8 | -1 | -1.1 | -4 | 2 | -2 | -3
CC(C)(C)C(=O)NC(=S)Nc1ccc(S(=O)(=O)Nc2nccs2)cc1 | 4 | 4 | 3 | 0 | -3 | -0.9 | 2 | 1 | 27 | 4
Cc1ccc2c(c1)nnc1nnc(SCC(=O)O)n12 | 7 | -1 | 10 | -7 | -2 | 0.4 | 3 | nt | -3 | 13
Cc1occc1C(=O)Nc1cccc(/C=C/C(=O)O)c1 | -4 | -7 | 0 | 9 | 2 | -0.7 | 2 | -3 | 8 | 0
CC(SC(C)C(=O)NN=Cc1cccc(F)c1)C(=O)NN=Cc1cccc(F)c1 (stereo unspecified) | 1 | -6 | 8 | -4 | -4 | -0.6 | 4 | 4 | 0 | 1
COC(=O)c1cc2c(c3c4cc(F)ccc4n(S(=O)(=O)c4cccc(C)c4)c13)C(=O)N(C)C2 | -6 | -8 | 2 | 2 | -2 | 0.1 | -3 | nt | 11 | 1
C/C(=N\NC(=O)NC1CCCCC1)c1ccco1 | -1 | -1 | -6 | -5 | 1 | 0.1 | 2 | -2 | -3 | 0
COc1ccc(CN2C3=N[C@H](c4ccccc4)CC(=O)N3/C(=C\c3ccccc3)C2c2ccco2)c(OC)c1 (stereo partly specified) | -2 | -4 | 8 | nt | -2 | nt | 2 | nt | 8 | -2
CCCC(=O)n1nc(-c2ccc(C)cc2)nc1NCc1ccco1 | 8 | 8 | 2 | 2 | 2 | -0.8 | 0 | 36 | -2 | -3
Cc1cc(C)cc(N(CC(=O)NC(C)C)C(=O)CCC(=O)Nc2ccccn2)c1 | -6 | -6 | -4 | 0 | 2 | -1.9 | -3 | -2 | -4 | 2
CN(CC(=O)Nc1ccccc1Cl)C(=O)Cn1nnc(-c2ccc(F)cc2)n1 | 8 | 1 | -6 | -4 | 2 | -0.2 | -2 | 1 | 0 | 0
COc1ccc(NS(=O)(=O)c2ccc(NC(C)=O)cc2)c(OC)c1 | -2 | -2 | 4 | -8 | 1 | -0.1 | -7 | 7 | -2 | 1
O=C1NC(c2ccccc2)=NC1(NS(=O)(=O)c1ccc(Cl)cc1)C(F)(F)F (stereo unspecified) | 17 | 4 | 3 | 5 | -2 | -0.2 | 4 | 2 | 4 | -2
N#CCCCn1c(-c2ccccc2)noc1=O | -2 | 13 | 1 | -1 | 0 | 0.9 | 1 | 1 | -2 | -2
CCOC(=O)N1CCN(S(=O)(=O)c2cc3c(cc2C)NC(=O)CO3)CC1 | 3 | 11 | nt | 14 | 1 | 0.2 | -6 | 6 | -1 | -2
COc1cccc(C2c3[nH]c4ccccc4c3C[C@H]3C(=O)N(c4ccccc4C(=O)N4CCC(C(=O)O)CC4)C(=O)N23)c1 (stereo partly specified) | -39 | -8 | -4 | 1 | 4 | 1.4 | -35 | 6 | 34 | -2
Cc1ccc(C(=O)N/C(N)=N/c2nc3ccccc3o2)cc1 | -4 | 1 | -5 | -2 | 3 | -0.1 | 6 | -5 | 1 | 0
C=CCO[C@H]1CN(C(=O)OC)[C@@H](c2ccccc2Br)C[C@H]1OCC=C | -4 | -5 | 0 | 3 | 3 | -1.0 | 1 | nt | -4 | -2
O=C1NN=C(c2ccc(Cl)cc2)CC1c1cccc(Br)c1 (stereo unspecified) | -3 | -4 | 9 | -3 | -1 | -2.5 | -27 | -22 | -4 | 2
Oc1ccc(/C=C/c2ccccc2F)c2cccnc12 | 6 | -5 | -4 | nt | -1 | nt | 22 | nt | nt | -3

Eight entries already listed, sorted by formula weight, ascending.
SMILES | SIAE primary | TDP2 inh | NR1D1 modulator | TCR-CD3 inh | LEDGF integ inh | PG9 binder | ABHD4 inh | HTRA1 inh | rCAG RNA binder | PRMT1 FP inh
C/C(=N\NC(=O)NC1CCCCC1)c1ccco1 | -1 | -1 | -6 | -5 | 1 | 0.1 | 2 | -2 | -3 | 0
Cc1occc1C(=O)Nc1cccc(/C=C/C(=O)O)c1 | -4 | -7 | 0 | 9 | 2 | -0.7 | 2 | -3 | 8 | 0
CCCC(=O)n1nc(-c2ccc(C)cc2)nc1NCc1ccco1 | 8 | 8 | 2 | 2 | 2 | -0.8 | 0 | 36 | -2 | -3
Cc1cc(C)cc(N(CC(=O)NC(C)C)C(=O)CCC(=O)Nc2ccccn2)c1 | -6 | -6 | -4 | 0 | 2 | -1.9 | -3 | -2 | -4 | 2
CC(C)(C)C(=O)NC(=S)Nc1ccc(S(=O)(=O)Nc2nccs2)cc1 | 4 | 4 | 3 | 0 | -3 | -0.9 | 2 | 1 | 27 | 4
COC(=O)c1cc2c(c3c4cc(F)ccc4n(S(=O)(=O)c4cccc(C)c4)c13)C(=O)N(C)C2 | -6 | -8 | 2 | 2 | -2 | 0.1 | -3 | nt | 11 | 1
COC(=O)C1=C(C)N(Cc2ccccc2)C(=NCc2cc(OC)c(OC)c(OC)c2)N[C@H]1CCc1ccccc1 | 7 | -5 | -1 | 6 | -1 | 1.6 | 2 | -6 | 0 | 3
COc1cccc(C2c3[nH]c4ccccc4c3C[C@H]3C(=O)N(c4ccccc4C(=O)N4CCC(C(=O)O)CC4)C(=O)N23)c1 (stereo partly specified) | -39 | -8 | -4 | 1 | 4 | 1.4 | -35 | 6 | 34 | -2

Other compounds
SMILES | SIAE primary | TDP2 inh | NR1D1 modulator | TCR-CD3 inh | LEDGF integ inh | PG9 binder | ABHD4 inh | HTRA1 inh | rCAG RNA binder | PRMT1 FP inh
CC(C)C[C@@H](CN1CCC[C@@H]1CN1C(=S)NC[C@@H]1Cc1ccc(O)cc1)N1C[C@H](Cc2ccc(O)cc2)N(CCc2ccccc2)C1=S | -8 | -9 | 6 | -4 | -3 | 1.1 | -11 | nt | 12 | 2
COc1ccc(NC(=O)CN(C)CC(=O)Nc2cccc(C(C)=O)c2)cc1 | 5 | 13 | 0 | 9 | 1 | -0.6 | 7 | -3 | -4 | -2
COc1ccc(C(=O)Nc2cccc(S(=O)(=O)NC3=NCCCCC3)c2)cc1 | 2 | 10 | 4 | 7 | -4 | -1.5 | 2 | 0 | 3 | 1
O=C(c1ccc(NS(=O)(=O)c2ccc3[nH]c(=O)[nH]c3c2)cc1)N1CCCC(C(F)(F)F)C1 (stereo unspecified) | -7 | 11 | -3 | 4 | -3 | 0.9 | 2 | -6 | 1 | 1
Cc1nc(SCc2ccc(F)cc2)c([N+](=O)[O-])[nH]1 | 4 | -6 | -1 | -4 | 1 | -0.3 | -8 | 2 | 2 | 1
COc1ccc(NS(=O)(=O)c2cccc(C(=O)NCC(c3ccc(OC)cc3)N3CCCC3)c2)cc1 (stereo unspecified) | -7 | 14 | 5 | -1 | 2 | 1.3 | 7 | -8 | 0 | -1
CN(C(=O)c1cccc(NC(=O)Cc2ccc(NC(=O)C3CCCN(C(=O)CCc4ccccc4)C3)cc2)c1)C1CCCC1 (stereo unspecified) | -2 | 6 | -3 | -9 | -1 | -0.3 | 0 | -23 | 7 | -1
COc1ccc(NC(=O)Cc2nnc(SCC(=O)NC3CCCCC3C)n2C)cc1 (stereo unspecified) | -7 | -12 | -1 | -5 | -5 | -2.1 | 1 | 6 | -3 | 1
CCCn1nnc(NC(=O)c2ccc(Cl)cc2Cl)n1 | 4 | -9 | 0 | 1 | -5 | -0.7 | 6 | -3 | -1 | -3
Cc1c(C(=O)N2CCN(Cc3ccccc3)CC2)oc2c1C(=O)CC(C)(C)C2 | 1 | 8 | -5 | 2 | 2 | -1.5 | 2 | 3 | -5 | -2
O=S1(=O)c2ccc(Br)cc2N2CCC[C@@H]2CN1Cc1ccccc1 | -4 | -2 | 8 | 4 | -2 | -1.0 | -8 | -12 | 5 | -3
COc1ccc(OC)c(C2C(C(=O)c3ccco3)=C(O)C(=O)N2Cc2cccnc2)c1 (stereo unspecified) | 6 | 2 | -1 | 5 | 1 | 3.4 | 4 | 3 | -1 | -2
CC(=O)Cc1nsc(NC(=O)c2ccc(-c3ccccc3Cl)o2)n1 | -13 | -1 | -1 | 4 | 0 | 0.5 | -24 | -20 | 22 | -1
C/C(=C\C(=O)c1ccccc1)NNC(=O)c1ccc(Cl)cc1 | 6 | -17 | 3 | 8 | 7 | -3.7 | -2 | 4 | 0 | -2
O=C(C1=C(O)C(=O)N(CCCn2ccnc2)C1c1cccc(Br)c1)c1ccco1 (stereo unspecified) | -7 | 3 | -3 | 7 | 4 | 14* | 6 | 7 | 16 | -1
Brc1ccc(CSc2ncn[nH]2)cc1 | -3 | -1 | 2 | 8 | 0 | 1.8 | -1 | 2 | 0 | -1
COCc1cc(C)nc(OCC(=O)N/N=C/c2ccc(O)cc2)c1C#N | 2 | 1 | 0 | 0 | -3 | -1.4 | 1 | -3 | 1 | -1
Cc1ccc(S(=O)(=O)CCC(=O)OCc2cc(C)ccc2C)cc1 | 1 | -2 | 0 | -5 | -3 | 1.4 | -1 | -8 | -6 | 1
CCN(CCCNC(=O)COc1cc(=O)n(CC)c2ccccc12)c1ccccc1 | 4 | 11 | 5 | -2 | 0 | 1.2 | 7 | -2 | -6 | 0
CCOC(=O)CCCCCC(=O)Nc1ccc2c(c1)C(=O)N([C@H](C)CO)C[C@@H](C)[C@@H](CN(C)C(=O)CCC(F)(F)F)OCCCC[C@H](C)O2 | 1 | -7 | 1 | 1 | 5 | -0.3 | -10 | -1 | 0 | -2
C/C(CC(=O)Nc1ccccc1-c1ccccc1)=N\NC(=O)COc1ccc(C)cc1Br | 4 | -17 | 3 | 1 | 2 | -0.5 | -2 | -18 | 4 | 2
Cn1c(CNC(=O)CNS(=O)(=O)c2ccc(Br)cc2)cc(=O)n(C)c1=O | 0 | 7 | -7 | -2 | -2 | -0.3 | -1 | -3 | -1 | 0
O=C(OCC(=O)N1CCCc2ccccc21)c1cccc(C(F)(F)F)c1 | 6 | -5 | -1 | -7 | 0 | -0.5 | -5 | -10 | -8 | 3
Cc1c(Br)c([N+](=O)[O-])nn1CC(=O)N1CCN(Cc2ccccc2)CC1 | -2 | -13 | -4 | -2 | 12 | -2.8 | -12 | 1 | 5 | -3

Some of the compounds tested; count on the stated rates, not on these rows.
